Compound activity (PubChem BioAssay)
All columns: NCI-60 one-dose screen, growth in % after 48 h at 10 µM unless noted; 100 = growth as untreated, 0 = no growth, -100 = all killed.
DU-145 – DU-145 prostate cancer | 81,000 tested, 4.2% active | AID 1794760
U251 – U251 CNS tumor cells; 80,000 tested, 5.4% active
SF-295 – SF-295 CNS cancer cells; 79,000 tested, 5.6% active; AID 1794758
OVCAR-8 – OVCAR-8 ovarian cancer | 81,000 tested, 4.4% active | AID 1794782
SF-539 – SF-539 CNS cancer. 81,000 tested, 6.8% active. AID 1794752
SF-268 – SF-268 CNS cancer cells; 82,000 tested, 3.1% active
PC-3 – PC-3 prostate cancer cells; AID 1794754; 80,000 tested, 3.9% active
SNB-19 – SNB-19 CNS cancer cells; AID 1794751; 81,000 tested, 2.5% active
The depositor's hits bear a star; . = no result given; [ ] = another dose, or the depositor's remark. The calls were made as follows: active = growth percent below 10; inactive = the rest. Hits appear at their usual frequency; any-hit rate near 9.2%.

Every second line gives: DU-145	U251	SF-295	OVCAR-8	SF-539	SF-268	PC-3	SNB-19
- COc1ccc(C(=O)/C=C/c2ccc3c(c2)OCCO3)cc1S(N)(=O)=O
→ 45	12	79	41	45	111	103	51
- COc1c2ccoc2cc2oc(=O)ccc12
→ 106	91	94	91	90	103	93	105
- CCN(CC)CCOc1ccc(C(=C(c2ccccc2)C2CCCC2)c2ccc(OCCN(CC)CC)cc2)cc1
→ 38	21	61	41	9.1*	26	15	15
- C/C(=N\Nc1nc(-c2cc(O)c(C)c(C)c2O)cs1)c1ccccc1
→ 100	103	106	88	105	102	88	108
- O=C(Nc1ccc(-n2ccc3c(NC(=O)c4ccccc4)ncnc32)cc1)Nc1cccc(Cl)c1Cl
→ 1.3*	-80*	-48*	13	-10*	-27*	-58*	-3.4*
- O=c1[nH]c2sc3c(c2c(=O)n1-c1ccc(Cl)cc1)CCC3
→ 108	98	98	104	106	103	.	98
- COc1ccc(/C=C2\C(=O)Nc3ccc(F)cc32)cc1OCc1ccccn1
→ 98	93	94	72	74	86	88	89
- Cc1ccc(Cn2c(-c3cccs3)nc3ccccc32)cc1
→ 110	85	72	82	102	104	72	95
- CC1=NN(c2nc(-c3ccc(F)cc3)c(C#N)c(N3CCOCC3)n2)C(=O)C1
→ 95	93	95	86	101	88	97	100
- COc1cc2c(cc1OC)C[N+](C)(C)CC2
→ 104	98	104	103	102	95	92	97
- CS(=O)(=O)c1ccc(-c2nn(-c3ccccc3)cc2/C=N/NC(=O)c2nc(N)n[nH]2)cc1
→ 90	101	103	101	99	103	100	101
- CCOc1ccc(C(=O)NNC(=O)c2cc(OC)c(OC)c(OC)c2)cc1Cl
→ 107	104	97	105	94	109	79	96
- O=c1[nH]cnc(CN2CCCCC2)c1O
→ 110	104	.	114	96	108	98	102
- CN1COc2ccc3ccccc3c2C1
→ 107	92	96	93	85	100	.	104
- O=C(O)C(N=Cc1ccccc1)C(O)c1ccccc1 (stereo unspecified)
→ 108	98	96	102	94	95	87	97
- O=C1C2C3C=CC(O3)C2C(=O)N1CCN1CCOCC1 (stereo unspecified)
→ 99	106	125	113	101	105	102	117
- COc1ccc2c(c1)O/C(=C/c1ccc(OCC(=O)Nc3ccc(S(=O)(=O)N=C(N)N)cc3)cc1)C2=O
→ 103	96	107	101	101	99	98	95
- C=C1C(=O)O[C@H]2[C@H]1CC/C(COC(=O)c1cc3cc(Cl)ccc3[nH]1)=C\CC[C@@]1(C)O[C@@H]21
→ -96*	-89*	39	-73*	-90*	-88*	-56*	13
- Cn1cc(-c2nonc2-c2c[nH]c3ccc(F)cc23)c2cccnc21
→ 96	84	79	89	89	78	.	90
- CSc1nc(-c2ccc(F)cc2)c(C#N)c(N2CCOCC2)n1
→ 101	89	92	93	95	93	90	93
- CC(/C=C1\SC(=S)N(CCCC(=O)NC(CC(C)C)C(=O)O)C1=O)=C\c1ccccc1 (stereo unspecified)
→ 99	80	97	87	96	100	56	94
- CCOC(=O)C(=O)C=P(c1ccccc1)(c1ccccc1)c1ccccc1
→ 103	107	98	107	103	98	96	109
- Nc1nnc(-c2ccc3ccccc3c2O)o1
→ 117	90	.	98	96	95	83	97
- C=CCON(C)c1ccc([N+](=O)[O-])cc1[N+](=O)[O-]
→ 113	100	109	96	102	104	105	98
- Cc1ccc(Cc2ccc(C)cc2)cc1
→ 107	101	101	102	106	106	100	109
- O=C(c1ccc(-c2nc(CSc3nc4ccccc4s3)no2)cc1)N1CCC(F)(F)CC1
→ 86	81	53	79	75	72	56	90
- CC(=O)Nc1cccc(OCc2ccc([N+](=O)[O-])cc2)c1
→ 106	96	110	104	100	99	100	98
- C=CCOC(=O)C1=C(C)NC2=C(C(=O)CC(C)(C)C2)C1c1ccc(OCc2ccccc2)c(OC)c1 (stereo unspecified)
→ 107	96	75	92	95	87	35	75
- Cn1c(=O)c2c(nc(Cc3ccc(N)cc3)n2C)n(C)c1=O
→ 107	99	100	99	99	111	.	.
- COc1cc(C(=O)C(=O)c2cc(OC)c(O)c(OC)c2)cc(OC)c1O
→ 119	98	109	102	97	99	112	100

(list continues)
Every second line gives: DU-145	U251	SF-295	OVCAR-8	SF-539	SF-268	PC-3	SNB-19
- Cc1[nH]c2ccccc2c(=O)c1CC=C(Cl)Cl
→ -22*	19	-87*	-84*	58	40	44	57
- CC(C)c1ccc(S(=O)(=O)NC2=CN3CC=CC3CC2=O)cc1 (stereo unspecified)
→ 96	91	99	101	98	98	84	107
- Cc1coc(NS(=O)(=O)c2ccc(N=Nc3c(N)nc(N)[nH]c3=O)cc2)c1C
→ 108	101	.	100	104	100	98	103
- COc1ccccc1C(=O)NN1C(=O)/C(=C/C2=Cc3ccccc3OC2)SC1=S
→ 112	101	109	100	95	109	91	98
- CC(=O)O[C@H]1C[C@@]2(C)[C@@H](C[C@@H](O)[C@H]3[C@@]4(C)CCC(NCCN)[C@@H](C)[C@@H]4CC[C@@]32C)/C1=C(\CCC=C(C)C)C(=O)O (stereo partly specified)
→ 107	105	102	100	106	101	98	99
- CN1CCN(CCc2cc3c(cc2Cl)N(Cc2ccc(-c4ccccc4C#N)cc2)C(=O)C3)CC1
→ 102	91	89	.	.	93	55	84
- c1cc[n+](OCc2ccccc2CO[n+]2ccccc2)cc1
→ 103	90	95	96	106	103	95	103
- O=[N+]([O-])c1ccc(/C=N/Nc2nc3ccccc3[nH]2)cc1
→ 101	91	86	98	98	94	76	92
- O=C(O)C(O)[C@H](O)[C@H](O)[C@H](O)[C@H](O)CO (stereo partly specified)
→ 104	90	100	94	95	94	86	110
- Cc1ccc(C(=O)Nc2ccc(C(=O)NC(=S)Nc3ccc(C(=O)O)cc3)cc2)cc1
→ 94[100 µM]	62[100 µM]	81[100 µM]	75[100 µM]	76[100 µM]	84[100 µM]	73[100 µM]	80[100 µM]
- O=C(COc1ccccc1)Nc1ccc2oc(=O)ccc2c1
→ 106	95	103	92	107	101	100	104
- O=S(=O)(c1ccc(O)c(Cl)c1)c1ccc(O)c(Cl)c1
→ 113	97	102	98	.	99	97	104
- N#Cc1c(NC(=O)Nc2ccc(Cl)c(C(F)(F)F)c2)sc2c1CCCC2
→ 101	96	98	99	94	89	93	100
- O=C1c2ccccc2C(=O)N1CC(O)CCl (stereo unspecified)
→ 112	96	92	107	98	102	89	103
- COc1ccc(-c2nc3sccn3c2-c2ccnc(S(C)(=O)=O)n2)cc1
→ 57	94	75	111	109	95	.	64
- CCC(C)(C)c1ccc(OCCCCCCN2CCN(c3ccncc3)CC2)cc1
→ 35	-46*	-78*	54	-72*	51	-4.9*	.
- CCOC(=O)/C(N=O)=C(/O)c1ccncc1
→ 109	102	100	106	99	109	97	112
- CCOC(=O)c1cn[nH]c1C
→ 112	106	.	103	96	108	105	114
- Cc1ccc2nc(NC(=O)CSc3nc(NN=Cc4ccccc4)c(C#N)c(-c4ccccc4)n3)sc2c1
→ 96	93	90	87	93	95	76	95
- O=C1N(Cc2ccc(Cl)c(Cl)c2)c2ccccc2C12NCCc1cc(O)ccc12 (stereo unspecified)
→ 102	92	94	104	88	89	81	89
- C[C@H](O)[C@H]1CCC(=O)[C@]23CC(=O)[C@@H]4C[C@@H](O)[C@@H](O)C[C@]4(C)[C@H]2CC[C@]13C
→ 109	91	103	94	99	96	86	95
- Cc1ccc(C(C)C)c(S)c1C(C)C
→ 109	105	96	107	95	93	94	107
- C=CC(=O)CC1(C(=O)OC)NC(=S)NC(=O)C1C#N (stereo unspecified)
→ 109	104	103	98	107	102	101	100
- COC(=O)c1c(C)cc(I)cc1C
→ 120	103	97	103	111	110	97	101
- O=C1NC(c2ccccc2)(c2ccccc2)C(=O)N1CCN1CCCCC1
→ 120	97	100	103	119	109	103	109
- CCSCC(C)C(=O)OC (stereo unspecified)
→ 107	102	106	99	108	102	86	111
- CCOC(=O)c1[nH]c(C(=O)O)c(OC(=O)CC)c1C
→ 106	100	111	103	95	101	105	101
- S=C1SCCCN1Cc1ccc(Cl)cc1
→ 115	98	.	97	100	104	100	100
- CCN1CCCC(Sc2nc3c([nH]2)c(=S)n(C)c(=O)n3C)C1 (stereo unspecified)
→ 106	97	98	98	100	103	.	96
- CCOC(=O)C(C(C)=O)c1nc2sc3cc(Cl)ccc3n2c(=N)c1C#N (stereo unspecified)
→ 109	86	75	81	100	65	73	90

Profiles as entered above. Order of values: DU-145	U251	SF-295	OVCAR-8	SF-539	SF-268	PC-3	SNB-19
CCSCC(C)C(=O)OC (stereo unspecified) is listed as 107	102	106	99	108	102	86	111
CCOC(=O)c1[nH]c(C(=O)O)c(OC(=O)CC)c1C is listed as 106	100	111	103	95	101	105	101
O=S(=O)(c1ccc(O)c(Cl)c1)c1ccc(O)c(Cl)c1 is listed as 113	97	102	98	.	99	97	104

Later entries.
Every second line gives: DU-145	U251	SF-295	OVCAR-8	SF-539	SF-268	PC-3	SNB-19
- CC1CCCN(/N=N/c2nc3c([nH]2)c(=O)n(C)c(=O)n3C)C1 (stereo unspecified)
→ 109	103	104	103	103	113	91	98
- COc1ccc(CCNC(=O)Cc2cc3c(cc2[N+](=O)[O-])OCO3)cc1OC
→ 107	100	98	101	104	104	106	96
- CCN(CC)c1ccc(C(=O)c2ccc(N(CC)CC)cc2)cc1
→ 20	21	11	32	0.5*	46	26	39
- O=C1c2ccccc2C(=O)c2c1ccc(C(=O)O)c2[N+](=O)[O-]
→ 107	100	105	100	96	111	95	109
- O=S1(=O)N=C(OC(CCl)CCl)c2ccccc21
→ 124	93	.	96	92	97	84	101
- Nc1nc(Cl)c2ncn(Cc3cc4c(cc3I)OCO4)c2n1
→ 53	54	43	61	47	62	39	62
- Clc1ccc(-c2nnc(Nc3ccc(Br)cc3)o2)cc1
→ 112	93	98	101	88	100	86	98
- CC(=O)N1N=C(c2ccccc2)CC1c1cn(-c2ccccc2)nc1-c1ccc(OCc2ccccc2)cc1 (stereo unspecified)
→ 102	93	95	95	101	98	92	93
- COc1ccc(Cn2cc3c(c2)-c2ncncc2CC3)cc1
→ 106	110	99	96	113	100	.	104
- O=C1NC(c2ccc(F)cc2)N=C2C(c3ccccc3)=NOC12 (stereo unspecified)
→ 110	101	108	106	105	107	104	103
- O=C(N/N=C/c1cc2ccccc2n2nnnc12)Nc1ccc2ccccc2c1
→ 96	104	101	107	97	94	91	95
- COc1ccc(NC(=O)c2c(Nc3ccccc3)nn3c(-c4ccc(Cl)cc4)c(-c4nc5ccccc5s4)c(N)nc23)cc1
→ 112	104	102	110	97	102	95	99
- Cc1nnc(-c2ccc3c(c2)nc(-c2ccccc2)n3C2CCCCC2)o1
→ 112	94	105	80	113	107	87	119
- COc1cccc(-c2[nH]c(=S)ncc2C(=O)c2ccccc2)c1
→ 98	85	69	97	85	90	92	83
- Cc1[nH]nc2ccc(-c3nc4cnc(N5CCN(C)CC5)cn4c3Nc3cccc(F)c3)cc12
→ 85	87	83	73	70	92	79	83
- Cc1ccc(/C=C2\C(=O)N(C)c3ccc(-c4cc(F)c(F)c(F)c4)cc32)s1
→ 81	48	40	77	46	80	69	51
- COc1ccc(Nc2nc(SCCC(C)C)nc(-c3cc(OC)c(OC)c(OC)c3)c2C#N)cc1
→ 92	107	103	101	99	96	84	91
- N#Cc1cc(-c2nc3ccccc3[nH]2)c(N)[nH]c1=O
→ 101	102	88	76	103	105	80	97
- O=C(NS(=O)(=O)c1ccccc1)n1cc(-c2ccncc2)c(-c2ccc(Cl)c(O)c2)n1
→ 104	110	107	105	98	98	93	111
- O=C(c1cc2ccccc2c(=O)o1)c1cc2ccccc2c(=O)o1
→ 105	98	107	102	99	99	95	96
- CCCCC(CC)COCCCN (stereo unspecified)
→ 102	92	104	101	107	97	98	102
- Fc1ccc(/C=C/c2nc3ccccc3n3c(-c4ccc(Cl)cc4)nnc23)cc1
→ 68	73	128	73	86	78	72	86
- CCCCCc1c(C)[nH]c(/C=C2\N=C(c3ccc[nH]3)C=C2OCc2ccccc2)c1C
→ -100*[100 µM]	-94*[100 µM]	.	-64*[100 µM]	-70*[100 µM]	-71*[100 µM]	-69*[100 µM]	-93*[100 µM]
- O=C(Nc1cccc(Cl)c1)ON1CCCCC1
→ 109	102	.	106	99	102	100	104
- CCCCCCCn1ncc2c(N[C@H](C)c3ccccc3)ncnc21
→ 100	102	92	98	95	102	102	98
- CCOc1ccc(C(=O)NCC(C)C)cc1
→ 110	101	99	105	94	102	98	99
- COc1ccc(S(=O)(=O)NCCCNc2cc(-c3cn(-c4ccccc4)nc3-c3ccccc3)ccn2)cc1
→ 73	51	49	56	64	63	29	74
- Cc1cc2ccccc2c[n+]1CCC1CCCCC1
→ 97	77	109	75	89	105	63	90
- CC1=[N+](C)C(C)(C)CC(C)O1 (stereo unspecified)
→ 118	113	97	97	114	106	96	101
- O/N=C(\c1ccccc1)C(O)c1ccccc1 (stereo unspecified)
→ 110	95	98	99	100	104	101	101
- CC(C)CCc1nc2ccc(NCc3ccc(Cl)cc3)cc2[nH]1
→ 94	87	78	85	86	84	70	84
- CCCN1COC(OCC)C(C)(C)C1 (stereo unspecified)
→ 110	.	.	.	108	106	105	111
- COc1ccc(Cc2cc(-c3ccccc3)nn(C/C(=N\O)c3ccccc3)c2=O)cc1
→ 97	64	69	69	98	67	40	82

Of the compounds above, these have a thiophene ring, fused or not:
Every second line gives: DU-145	U251	SF-295	OVCAR-8	SF-539	SF-268	PC-3	SNB-19
- O=c1[nH]c2sc3c(c2c(=O)n1-c1ccc(Cl)cc1)CCC3
→ 108	98	98	104	106	103	.	98
- Cc1ccc(Cn2c(-c3cccs3)nc3ccccc32)cc1
→ 110	85	72	82	102	104	72	95
- N#Cc1c(NC(=O)Nc2ccc(Cl)c(C(F)(F)F)c2)sc2c1CCCC2
→ 101	96	98	99	94	89	93	100
- Cc1ccc(/C=C2\C(=O)N(C)c3ccc(-c4cc(F)c(F)c(F)c4)cc32)s1
→ 81	48	40	77	46	80	69	51
